Ba/F3 V617F tox: reduced viability of JAK2V617F-dependent Ba/F3 cells, primary screen, JAK2V617F inhibitor project, cell-based, Ba/F3 EpoR-JAK2V617F, luminescence; 1.1% of 220,000 active; inhibition, % at 5.6 µM; ATP luminescence; AID 1446, 2008;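 active means inhibition above the campaign mean plus 3 SD over all tested compounds, cut at about 24% in these data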;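 further: cytokine-independent growth of Ba/F3 cells driven by EpoR plus mutant JAK2; 0% = DMSO-treated cells and 100% = JAK inhibitor I control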
PERK inhibitor: block of dimerizer-induced PERK translation repression, primary screen, PERK inhibitor project, CHO PERK-DD cells, SEAP luminescence, HTS. CHO PERK-DD fusion, SEAP luminescence translation reporter. inhibition, % at 5.6 µM. 0.17% of 220,000 active;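 active means inhibition above the mean inhibition of all tested compounds plus 3 SD, set separately per screening campaign, cut at about 2.9% in these data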;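 further: PERK kinase domain activated by AP20187 dimerizer at 100 nM; 0% = DMSO with dimerizer and 100% = rapamycin at 8.4 µM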
Target sequence (Q9NZJ5 whole entry, looked up, the tested form may be a part): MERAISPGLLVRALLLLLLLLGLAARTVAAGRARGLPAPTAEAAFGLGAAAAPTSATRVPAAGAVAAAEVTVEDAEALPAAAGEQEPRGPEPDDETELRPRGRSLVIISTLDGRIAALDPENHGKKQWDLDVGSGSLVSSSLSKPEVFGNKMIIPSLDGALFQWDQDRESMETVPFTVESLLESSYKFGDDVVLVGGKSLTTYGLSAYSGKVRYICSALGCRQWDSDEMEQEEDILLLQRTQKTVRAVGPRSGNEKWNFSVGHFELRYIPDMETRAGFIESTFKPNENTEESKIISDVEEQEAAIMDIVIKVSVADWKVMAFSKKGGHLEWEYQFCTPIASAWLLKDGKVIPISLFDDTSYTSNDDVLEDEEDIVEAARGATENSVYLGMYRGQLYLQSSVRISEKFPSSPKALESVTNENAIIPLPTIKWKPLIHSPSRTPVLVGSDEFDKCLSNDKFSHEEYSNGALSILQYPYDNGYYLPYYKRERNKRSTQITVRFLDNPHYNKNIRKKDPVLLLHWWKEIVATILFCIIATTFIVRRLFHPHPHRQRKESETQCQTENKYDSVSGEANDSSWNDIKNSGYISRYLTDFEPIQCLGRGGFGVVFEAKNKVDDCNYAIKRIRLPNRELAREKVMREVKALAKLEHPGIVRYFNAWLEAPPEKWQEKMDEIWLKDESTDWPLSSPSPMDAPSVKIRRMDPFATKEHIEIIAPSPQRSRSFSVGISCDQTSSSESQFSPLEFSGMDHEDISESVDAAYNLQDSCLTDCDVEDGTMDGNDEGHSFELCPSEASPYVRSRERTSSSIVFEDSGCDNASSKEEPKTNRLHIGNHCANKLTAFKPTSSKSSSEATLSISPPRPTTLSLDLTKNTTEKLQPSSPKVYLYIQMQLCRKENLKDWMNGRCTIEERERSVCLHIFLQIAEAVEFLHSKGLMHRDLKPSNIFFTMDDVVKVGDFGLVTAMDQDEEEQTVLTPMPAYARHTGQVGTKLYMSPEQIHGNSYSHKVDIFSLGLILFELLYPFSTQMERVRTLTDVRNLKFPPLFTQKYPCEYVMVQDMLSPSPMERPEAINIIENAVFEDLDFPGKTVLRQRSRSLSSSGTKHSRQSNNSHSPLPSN
S1P4 ag: S1P4 receptor agonists, primary screen, cell-based | Sphingosine 1-phosphate receptor 4 (Homo sapiens), O95977 | S1P4-expressing cell line, agonist reporter assay | activation, % at 4.98 µM | 0.35% of 220,000 active | AID 1509, 2009; in the data active means activation above about 11%;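 further: 0% = DMSO vehicle and 100% = reference agonist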
S1P4 antag: S1P4 receptor antagonists, primary screen, cell-based. S1P4-expressing cells, antagonist mode, reporter read-out. inhibition, % at 4.98 µM. 0.26% of 220,000 active. Sphingosine 1-phosphate receptor 4 (Homo sapiens), O95977; in the data active means inhibition above about 29%;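 further: 0% = wells stimulated with agonist and 100% = vehicle wells without agonist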
BaF3 parental: parental Ba/F3 cell viability inhibition, counter-screen for JAK2V617F inhibitor project, murine pro-B, CellTiter-Glo luminescence. CellTiter-Glo ATP luminescence. inhibition, % at 5.6 µM. 1.1% of 220,000 active. AID 1486, 2009;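 active means inhibition above a per-campaign cutoff, the mean inhibition of all tested compounds plus 3 SD, cut at about 27% in these data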;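 further: 0% = DMSO wells and 100% = JAK Inhibitor I control wells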
TRPN1 ag: zebrafish TRPN1 channel agonists, primary screen, cell-based, HEK293, calcium fluorescence; 0.18% of 220,000 active; HEK293 zebrafish TRPN1-YFP, Fluo-8 calcium fluorescence; 100% = response to 87 µM carbachol; activation, % at 3 µM;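 active means activation above its plate's cutoff, the mean activation of test wells on that plate plus 3 SD, cut at about 19% in these data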;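 further: 0% = DMSO alone and 100% = 87 µM carbachol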
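Material: zebrafish TRPN1-YFP in HEK293 cells. Doses: one dose of 3 µM, 0.3% DMSO. Incubation: dye 1 h 37 °C plus 30 min RT. Measured by: intracellular calcium fluorescence with Fluo-8.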
EP2 mod: EP2 receptor modulators, cAMP readout, primary screen, cell-based, HTRF cAMP, PGE2 stimulation. Prostaglandin E2 receptor EP2 subtype (Homo sapiens), P43116. EP2-expressing cells, cAMP HTRF FRET, PGE2 co-stimulation. induction, % at 25 µM. 0.83% of 260,000 active;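 active means compounds whose cAMP rise, as percent of the full-agonist control response, exceeds 60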;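 further: rat C6 glioma line stably carrying human EP2 under a CMV promoter; the protocol text gives 20 µM as final concentration; 100% = response of wells given 1 µM PGE2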
m-calpain inh: inhibitors of pig calpain II, primary screen, biochemical, fluorogenic peptide substrate, 1536-well; 0.37% of 220,000 active; inhibition, % at 16 µM; purified calpain II, 30 min;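 active means inhibition above about 50%, limit read from the data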
TRPML3 agonist: human TRPML3 channel agonists, primary screen, cell-based, HEK293 TRPML3-YFP, Fluo-8 calcium fluorescence, 3 µM | Mucolipin-3 (Homo sapiens), Q8TDD5 | 100% = the carbachol control signal | activation, % at 3 µM | 0.29% of 220,000 active | AID 1448, 2008;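 active means activation above its plate's cutoff, the mean activation of the plate's test wells plus 3 SD, cut at about 12% in these data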;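 further: 0% = DMSO only wells and 100% = carbachol wells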
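system = HEK293 cells stably carrying human TRPML3-YFP | doses = one concentration, 3 µM nominal, 0.3% DMSO | timing = dye loading 1 h 37 °C then 30 min ambient, 125 s read | detection = Fluo-8 calcium dye fluorescence, ex 470-495, em 515-575 nm | benchmarks = high control carbachol 87 µM, low control DMSO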
* marks the source's active call; other numbers are inactive results; & = joins results of further samples.

SMILES	Ba/F3 V617F tox	PERK inhibitor	S1P4 ag	S1P4 antag	BaF3 parental	TRPN1 ag	EP2 mod	m-calpain inh	TRPML3 agonist
CCOc1ccc(CCNC(=O)C2CCN(S(=O)(=O)N3CCCCC3)CC2)cc1OCC	-1.2	0.4	2.2	-13.0	92.6*	1.0	31.4	12.5	-0.4
CC1(C)SC(=S)N(/N=C/c2cccnc2)C1N(O)C(=O)Nc1ccccc1 (configuration not stated)	-2.4	-1.1	0.5	0.9	-0.3	1.5	-29.3	1.9	-0.3
Cc1ccc(C(=O)N/C(=C/c2cccnc2)C(=O)NCc2ccco2)cc1	-0.9	0.0	-0.6	-16.3	7.6	0.2	-0.1&12.0	-8.3	0.3
CN(C)c1ccc(N/C(=N\S(=O)(=O)c2cccs2)c2ccccc2)cc1	-0.9	-0.1	-0.2	-15.7	5.8	0.2	-4.9	4.4	-0.5
O=C(CSc1nnc(-c2ccncc2)n1-c1ccccc1)Nc1ccc(C(=O)O)cc1	1.3	-0.1	1.3	-1.2	1.2	1.5	26.9	-1.9	1.0
CC(=O)N1CCC(N(CCN2CCOCC2)C(=S)Nc2cc(C)ccc2C)CC1	6.3	0.6	-2.0	4.5	9.6	1.3	0.9	30.0	0.4
O=C(Nc1cccc(NC(=O)c2ccccc2[N+](=O)[O-])n1)c1ccccc1[N+](=O)[O-]	-6.3	-0.2	-0.1	-11.3	1.0	0.8	-43.0	-22.1	2.1
O=[N+]([O-])c1cc2c(cc1/C=N\NS(=O)(=O)c1ccccc1)OCO2	-3.0	1.8	-0.6	-10.1	-2.3	0.5	14.8	-11.1	0.2
C=CCNC(=O)COc1ccc(Oc2ccccc2)cc1	0.3	2.2	0.7	-14.6	-2.0	0.8	-2.4	19.4	0.9
FC(F)(F)c1ccc(-c2n[nH]c(=S)o2)nc1	-1.0	1.8	0.2	-5.2	-0.8	1.1	-9.6	3.7	1.3
COc1cc(SC)ccc1C(=O)N1CC(C)OC(C)C1 (configuration not stated)	-1.6	0.2	0.5	-6.3	11.8	0.8	-1.5	-4.8	0.1
CCCNC(=O)Cc1cc(=O)[nH]c(=O)[nH]1	4.6	0.4	-3.8	15.9	6.4	0.3	15.0	0.8	0.7
N/C(=N\OC(=O)c1ccccc1)c1cccnc1	1.2	0.2	1.1	14.0	11.3	0.9	-4.7	-1.5	0.1
Cc1ccccc1S(=O)(=O)Cc1ccc(C(=O)NCCN2CCN(Cc3ccccc3)CC2)o1	-2.2	-0.4	1.8	-34.2	4.0	2.1	2.6	-14.2	1.1
NC(N)=NS(=O)(=O)c1ccc(NC(=S)NC(=O)c2sc3ccccc3c2Cl)cc1	0.7	0.7	-1.3	-4.4	8.4	1.9	-9.6	37.1	1.1
COC(=O)C(=Cc1ccccc1[N+](=O)[O-])C(=O)OC	2.0	1.5	0.7	2.2	-9.2	-0.9	-12.4	-30.8	3.4
CCC(=O)Nc1ccc(C(=O)OCc2ccccc2Cl)cc1	-2.6	1.7	-2.8	4.5	0.2	-0.1	-7.2	10.6	0.3
CCc1nnc(NC(=O)c2cc(C)nc3ccccc23)s1	1.8	0.5	0.9	-9.5	4.9	2.2	12.1	-24.6	0.4
COc1ccc(S(=O)(=O)NCC2CCCN(C(=O)C=C(C)C)C2)cc1 (configuration not stated)	-3.7	0.2	-0.4	20.4	1.6	-0.1	14.0	-19.1	0.1
CNC(=O)c1ccc(=O)n(Cc2cccc(C(F)(F)F)c2)c1	-3.1	0.5	-0.6	-10.0	-2.6	0.1	27.9	1.0	-1.9
Clc1ccc(NC2=NCCCCC2)cc1	0.1	-0.9	0.7	-2.5	-0.5	1.1	10.7	4.5	1.5
CC(C)(C)CN1CCNC(=O)C1CC(=O)NCCc1cnn(-c2ccccc2)c1 (configuration not stated)	3.8	-0.4	1.5	-3.5	11.2	2.9	10.4	0.6	0.8
CC(C)OCCCNS(=O)(=O)c1ccc2c(c1)oc(=O)n2C	1.3	1.0	-0.3	-10.0	9.5	1.3	10.1	2.7	1.1
Cc1ccc(-n2c(=O)c3c(C)c(C)sc3n(Cc3cc(=O)n4ccccc4n3)c2=O)cc1C	1.5	-1.5	0.3	-20.0	2.1	1.1	15.3	20.6	0.0
N#C/C(C(=O)N1CCOCC1)=C1\Nc2ccccc2S1	-2.1	0.9	1.7	-5.1	1.9	1.6	-2.6	-13.3	0.3
Fc1ccccc1CSCc1nc2ccccc2[nH]1	1.8	-0.2	4.1	4.0	11.6	0.1	-30.6	-8.6	-0.9
Cc1c(NC(=O)CN2CCN(c3cccc(Cl)c3)CC2)c(=O)n(-c2ccccc2)n1C	-1.5	0.0	0.9	-5.4	2.5	0.9	4.8	7.3	1.1
COCC(=O)Nc1ccc2c(c1)OCO2	-3.8	0.4	0.5	-9.6	2.7	0.6	21.0	-23.0	-0.5
Cc1cc(C)cc(OCC(=O)NNC(=O)C2CCCO2)c1 (configuration not stated)	-1.0	1.4	-0.9	-10.7	5.6	-0.4	12.5	-2.4	0.4
Brc1ccc(Oc2ncc(CN3CCOCC3)s2)cc1	-4.3	-0.3	-2.7	-1.2	-0.1	2.7	-30.3	1.8	0.5
COc1ccccc1C/C(N)=N/OC(=O)c1ccc(C)c([N+](=O)[O-])c1	-0.6	-0.3	1.7	-12.6	-2.8	-0.9	-35.6	8.3	-0.3
O=C(Nc1ccc(N2CCOCC2)c(Cl)c1)c1ccccc1F	-3.1	-0.2	2.1	-9.0	2.6	-0.4	-0.1	-26.9	0.3
N#Cc1nc(-c2ccc(OCc3ccccc3)cc2)oc1N1CCOCC1	-0.3	-0.8	1.1	-6.6	1.5	-0.8	32.4	-11.4	0.9
O=C(O)c1ccn2c(C(=O)c3ccccc3)c(-c3ccccc3)cc2c1	-1.3	-0.1	2.2	-2.2	-0.5	-1.4	9.9	9.8	0.0
Cc1cc(C)n2nc(SCC(=O)N/N=C/c3ccccn3)nc2n1	-1.8	0.6	1.3	-20.2	3.2	1.0	15.1	-1.3	1.1
Nc1c(-c2ccc(Cl)cc2)cnn1-c1cccc([N+](=O)[O-])c1	-3.1	1.6	-0.5	-15.8	4.7	-0.2	-15.1	25.9	0.6
CCOC(=O)N1CCc2c(sc3ncn(C)c(=O)c23)C1	-1.3	0.5	-0.8	5.5	0.6	0.4	5.1	-11.8	0.8
CS(=O)(=O)N(CC(=O)Nc1ccc2c(c1)OCCO2)c1ccc2c(c1)OCO2	0.4	0.8	0.7	8.2	-2.9	0.5	9.6	-8.1	0.2
Cn1c(=O)c2c(nc(N3CCOCC3)n2CCc2ccccc2)n(C)c1=O	5.3	-0.5	-1.6	-0.5	6.2	-2.5	-18.5	22.3	0.1
CC(C)CC(=O)NC(=S)Nc1ccc(NC(=O)c2ccco2)cc1	-0.2	-1.9	-0.1	-4.8	3.8	0.2	8.2	-10.8	0.3
C=CCOC(=O)C1=C(C)NC(=O)NC1/C=C/c1ccccc1OC (configuration not stated)	0.8	-0.3	2.1	3.9	0.9	-1.2	42.3	-5.2	0.0
COc1ccc(C(=O)NCc2nnc(SCCOc3ccccc3)n2C)cc1	0.1	2.0	2.3	-1.2	-0.7	0.3	-11.8	6.6	0.7
CCCCN1C(=O)c2ccc(C(=O)NCCN3C(=O)S/C(=C\c4cccnc4)C3=O)cc2C1=O	-1.3	0.7	0.5	4.5	7.5	1.0	-13.6	-22.6	-0.2
O=C(CP(=O)(c1ccccc1)c1ccccc1)N/N=C/c1cc(Br)cc(Br)c1O	0.8	0.4	0.0	-13.8	7.0	0.1	20.6	-79.1	0.6
O=C(c1ccc(S(=O)(=O)c2cccc(Cl)c2)c([N+](=O)[O-])c1)N1CCN(c2ccccn2)CC1	-5.8	-0.4	2.4	0.9	3.8	4.0	-65.5	9.2	3.0
O=C(NNC(=O)c1ccc2c(c1)OCO2)NC12CC3CC(CC(C3)C1)C2	-1.7	-0.6	0.5	-6.8	2.2	0.5	10.5	-3.3	0.4
COc1cccc(-c2nnc(NC(=O)c3ccc(S(=O)(=O)N(CC(C)C)CC(C)C)cc3)o2)c1	-3.0	1.1	0.6	-20.1	-2.0	0.7	-10.5	-357.4	0.0
COc1ccccc1OCCCCOc1ccccc1F	-2.8	1.4	0.9	4.8	1.7	-2.5	30.8	8.8	-0.8
Cc1cc(C(=O)NP(=O)(N2CC(C)OC(C)C2)N2CC(C)OC(C)C2)c(C)n1C1CC1 (configuration not stated)	-3.4	0.6	1.5	-5.5	0.8	0.3	3.9	-18.1	0.1
Cc1cc(NS(=O)(=O)c2ccc(NC(=O)CSc3nc4ncc(Br)cc4[nH]3)cc2)nc(C)n1	-1.7	-0.3	-0.2	0.3	-1.9	0.9	11.1	-4.1	-0.1

Other entries:
SMILES	Ba/F3 V617F tox	PERK inhibitor	S1P4 ag	S1P4 antag	BaF3 parental	TRPN1 ag	EP2 mod	m-calpain inh	TRPML3 agonist
Fc1cccc(NC(=S)NCc2cccnc2)c1	-1.5	1.6	-0.2	-6.9	3.5	2.9	-6.5	-12.3	1.0
O=[N+]([O-])c1ccc(/C=N/n2c(CO)nc3ccccc32)s1	2.4	-0.5	-1.3	-5.3	3.2	1.1	1.5	-4.8	1.1
O=C(NCCC1=CCCCC1)C1CCCN(S(=O)(=O)c2cccnc2)C1 (configuration not stated)	-1.2	0.3	1.8	-0.5	2.2	0.5	9.8	23.1	0.1
CCOC(=O)N1CCN(C(=O)CN(Cc2ccccc2)S(C)(=O)=O)CC1	4.9	-0.1	-0.6	-3.6	4.0	1.4	22.8	23.0	0.4
Cc1cc2c(sc3ccccc32)c(C)n1	-3.4	0.6	-1.4	25.3	-1.0	-1.1	-0.4	-9.8	-0.1
CC(=O)c1ccc(OCc2cc([N+](=O)[O-])cc3c2OCOC3)cc1	3.3	1.1	-2.2	-7.5	15.6	-1.9	-10.2	-14.3	-0.3
Cc1csc2ncc(C(=O)NCCC(c3ccccc3)c3ccccc3)c(=O)n12	-2.0	-1.2	0.3	-2.4	1.7	-2.4	39.4	17.0	-1.4
CCOc1ccc(C(=O)NCCCN2CCCC2=O)cc1	-2.3	0.8	1.5	-2.9	3.5	1.8	27.1	4.4	1.1

Structures from the list above containing bromine (three):
SMILES	Ba/F3 V617F tox	PERK inhibitor	S1P4 ag	S1P4 antag	BaF3 parental	TRPN1 ag	EP2 mod	m-calpain inh	TRPML3 agonist
Brc1ccc(Oc2ncc(CN3CCOCC3)s2)cc1	-4.3	-0.3	-2.7	-1.2	-0.1	2.7	-30.3	1.8	0.5
O=C(CP(=O)(c1ccccc1)c1ccccc1)N/N=C/c1cc(Br)cc(Br)c1O	0.8	0.4	0.0	-13.8	7.0	0.1	20.6	-79.1	0.6
Cc1cc(NS(=O)(=O)c2ccc(NC(=O)CSc3nc4ncc(Br)cc4[nH]3)cc2)nc(C)n1	-1.7	-0.3	-0.2	0.3	-1.9	0.9	11.1	-4.1	-0.1
